Tau fibril ThT: inhibitors of human tau fibril formation, thioflavin T binding; Potency, µM (doses to about 57.4 µM), for the others: at the top dose activity, negative = inhibition, usual class: inhibitors; hit rate 2.1% among 270,000; AID 1460; P10636; recombinant tau K18 P301L, heparin-induced fibrillization, ThT fluorescence; further: on the % scale 0 is the no-effect control and ±100 the full control effect; nearly all actives have a fitted effect of over 55% in size
Target sequence (P10636 561-689 P618L limits assumed): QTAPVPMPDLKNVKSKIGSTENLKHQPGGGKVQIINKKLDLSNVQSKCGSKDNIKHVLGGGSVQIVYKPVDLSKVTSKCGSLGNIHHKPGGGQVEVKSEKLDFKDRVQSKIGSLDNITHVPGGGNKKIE
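Aggregation was driven by heparin (20 uM final) acting on recombinant tau […] bearing P301L in 100 mM sodium acetate pH 7; fibrils were detected with Thioflavin T.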
HTT cytoprotect: cytoprotection in Huntington HTT-Q103 PC12 cell model; hit rate 0.14% among 230,000; Potency, µM (top dose mostly 56.4 µM), without a hit: cytoprotection (ATP increase), usual class: activators; AID 1471; PC12 HTT-Q103 induced, cytoprotection, ATP luminescence, 40 h;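 further: % of control where 0% means no effect; nearly all actives have a fitted effect of over 45% in size; toxic huntingtin expression switched on by the ecdysone agonist tebufenozide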
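Huntington model: PC12 line, ecdysone-inducible HTTQ103 exon1–GFP, tebufenozide 100 nM. Test articles in a dose series. Endpoint luminescence from cellular ATP.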
Tau fluor cs: counter-screen for tau fibril formation inhibitors. hit rate 0.93% among 280,000. Potency, µM (titrated, usually from 57.7 µM), for the others: top-dose activity change, negative = decrease. tau K18 P301L Alexa594 fluorescence, heparin fibrillization; further: on the % scale 0 is the no-effect control and ±100 the full control effect; nearly all actives have a fitted effect of over 55% in size
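Human tau K18 P301L (15 uM unlabeled, 0.24 uM Alexa 594-labeled) in 100 mM sodium acetate pH 7 with 20 uM heparin, 6 hr at 37 C. ThT 30 uM added, 1 hr ambient; Alexa 594 FP and total fluorescence read at 555/632 nm.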
RECQ1 inh: blocks DNA unwinding by human RECQ1 | RECQ1 DNA unwinding, red fluorescence kinetic read | Potency, µM (doses to about 57.3 µM), without a hit: at the highest dose activity, negative = inhibition, usual class: inhibitors | hit rate 0.54% among 240,000;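 further: plate controls were vehicle for no effect and no enzyme for full effect; nearly all actives have a fitted effect of over 30% in size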
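RECQ1T1 50 nM; forked duplex (20 bp + 30-nt ss tails) 200 nM, ATP 2 mM final; pH 8.0, 2 mM MgCl2, 2.5 ug/ml poly(dI-dC); 15 min compound preincubation; discontinuous kinetic read over 2 h at RT.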
TRb-SRC2 inh: TRbeta-SRC2 interaction inhibition | AID 1469 | hit rate 0.065% among 280,000 | P10828 | TRbeta-SRC2 peptide binding, fluorescence polarization; receptor liganded with 1 µM T3 | Potency, µM (top dose mostly 106 µM), inactives show top-dose activity change, negative = inhibition, actives largely listed as inhibitors;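 further: plate controls were bound peptide for no effect and peptide without receptor for full effect; nearly all actives have a fitted effect of over 50% in size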
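Binding of a 20-amino-acid Texas Red SRC2 peptide (20 nM) to TRb ligand-binding domain (0.6 uM) with agonist T3 at 1 uM was followed by fluorescence polarization after a 5 hr room-temperature incubation.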
Tau fibril FP: tau fibrillization inhibition (FP) | Potency, µM (series often up to 57.7 µM), without a hit: top-dose activity, negative = inhibition, hits mostly inhibitors | hit rate 0.39% among 280,000 | K18 P301L tau heparin fibrillization, Alexa594 FP, 6 h | P10636 | AID 1468; further: on the % scale 0 is the no-effect control and ±100 the full control effect; nearly all actives have a fitted effect of over 55% in size
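Recombinant K18 P301L […], labeled with Alexa 594 at 0.24 uM over 15 uM unlabeled; heparin inducer 20 uM final; 37 C, 6 hr; FP endpoint.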
TR SRC2 fluor cs: counter-screen for TRb-SRC2 inhibitors: fluorescence interference. Potency, µM (top dose mostly 106 µM), without a hit: at the highest dose fluorescence change, negative = quenching. TRb/SRC2 Texas Red total fluorescence interference. hit rate 0.29% among 280,000; active means well fitted curve in either direction with a large enough effect; inconclusive means small, poorly fitted or top-dose-only effect; further: on the % scale 0 is the no-effect control and ±100 the full control effect
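Human TRβ ligand-binding domain (0.6 uM) and Texas Red SRC2 peptide (20 nM) in Tris buffer with 1 uM T3 and 5% DMSO were incubated with pinned compound for 5 hr at ambient temperature. Total fluorescence was computed as S + 2P (555/632 nm).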
L3MBTL1 inh: inhibitors of human L3MBTL1; Q9Y468; Potency, µM (highest dose often 57.1 µM), without a hit: at the top dose activity, negative = inhibition, hits mostly inhibitors; AlphaScreen L3MBTL1–H3K9me1 peptide binding; hit rate 0.66% among 230,000; further: on the % scale 0 is the no-effect control and ±100 the full control effect; nearly all actives have a fitted effect of over 60% in size
Target sequence (Q9Y468 whole entry, looked up): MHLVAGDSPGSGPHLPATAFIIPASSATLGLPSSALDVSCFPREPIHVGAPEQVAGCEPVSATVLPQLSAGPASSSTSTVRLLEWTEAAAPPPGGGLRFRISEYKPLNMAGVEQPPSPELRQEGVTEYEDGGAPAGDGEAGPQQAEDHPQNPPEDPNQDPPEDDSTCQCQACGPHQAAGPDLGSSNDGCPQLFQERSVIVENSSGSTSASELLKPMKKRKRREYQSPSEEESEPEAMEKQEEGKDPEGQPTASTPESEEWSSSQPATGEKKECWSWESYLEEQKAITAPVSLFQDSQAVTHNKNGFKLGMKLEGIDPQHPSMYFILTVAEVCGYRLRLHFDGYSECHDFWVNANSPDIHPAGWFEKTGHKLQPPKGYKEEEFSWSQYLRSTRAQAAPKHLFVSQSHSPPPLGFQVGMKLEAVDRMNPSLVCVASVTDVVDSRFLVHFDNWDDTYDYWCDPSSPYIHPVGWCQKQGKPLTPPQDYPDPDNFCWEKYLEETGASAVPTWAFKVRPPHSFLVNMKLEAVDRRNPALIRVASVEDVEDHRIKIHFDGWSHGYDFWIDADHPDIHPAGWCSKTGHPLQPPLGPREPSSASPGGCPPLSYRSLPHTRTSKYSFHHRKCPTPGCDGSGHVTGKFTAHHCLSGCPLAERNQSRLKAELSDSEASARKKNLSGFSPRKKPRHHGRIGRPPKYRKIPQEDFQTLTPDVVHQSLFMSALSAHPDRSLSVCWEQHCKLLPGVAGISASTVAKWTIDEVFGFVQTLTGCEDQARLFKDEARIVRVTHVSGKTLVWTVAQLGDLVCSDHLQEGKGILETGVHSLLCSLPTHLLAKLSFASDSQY
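AlphaScreen proximity signal between nickel-chelate acceptor and streptavidin donor beads (final 10 ug/mL) reports binding of 50 nM L3MBTL1 to 75 nM biotin-H3 K9me1 peptide; complex incubated with compounds 30 min at room temperature; cefsulodin titration as control.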
* marks the source's active call; other numbers are inactive results; i = inactive; u = inconclusive; x = not tested or not shown; [ ] = remark or other dose. Unless noted, the call rests on the fitted dose curve; in most records, active means well fitted curve in the direction sought with a large enough effect; inconclusive means small, poorly fitted or top-dose-only effect, or another doubt; inactive means no such curve, though single readings can be large; an effect the other way counts as inactive or inconclusive. Potency means the concentration at half of the fitted maximal effect.

Start of the data: the first 4 entries, ahead of the listing:
SMILES	Tau fibril ThT	HTT cytoprotect	Tau fluor cs	RECQ1 inh	TRb-SRC2 inh	Tau fibril FP	TR SRC2 fluor cs	L3MBTL1 inh
COc1ccc(NC(=S)N(CCCN2CCCC2)Cc2cccn2Cc2ccc(Cl)cc2)cc1Cl	u	-160%[inhibitor]	u	-7%	-11%	7%	1%	x
Cc1cc(N2CCN(C)CC2)nc2ccc(NC(=O)Nc3ccc(Cl)cc3)cc12	13µM*	x	10µM*[quencher]	x	1%	-13%	-2%	x
CCOCCCNC(=O)C(NC(=O)c1ccccc1O)c1ccc(Cl)cc1 (configuration not stated)	-2%	-29%	-10%	i	-1%	-1%	-3%	x
COc1ccc(S(=O)(=O)NCC2CCC(C(=O)NCc3cccnc3)CC2)cc1 (configuration not stated)	-2%	-28%	-10%	-10%	1%	-9%	-7%	x

Results (from the top)
SMILES	Tau fibril ThT	HTT cytoprotect	Tau fluor cs	RECQ1 inh	TRb-SRC2 inh	Tau fibril FP	TR SRC2 fluor cs	L3MBTL1 inh
COc1ccc(NC(=S)N(CCCN2CCCC2)Cc2cccn2Cc2ccc(Cl)cc2)cc1Cl	u	-160%[inhibitor]	u	-7%	-11%	7%	1%	x
Cc1cc(N2CCN(C)CC2)nc2ccc(NC(=O)Nc3ccc(Cl)cc3)cc12	13µM*	x	10µM*[quencher]	x	1%	-13%	-2%	x
CCOCCCNC(=O)C(NC(=O)c1ccccc1O)c1ccc(Cl)cc1 (configuration not stated)	-2%	-29%	-10%	i	-1%	-1%	-3%	x
COc1ccc(S(=O)(=O)NCC2CCC(C(=O)NCc3cccnc3)CC2)cc1 (configuration not stated)	-2%	-28%	-10%	-10%	1%	-9%	-7%	x
COC(=O)c1ccc2c(=O)n(CCCCCC(=O)NCCc3ccc(Cl)cc3)c(=O)[nH]c2c1	u	x	-10%	x	-2%	u	-2%	x
N#Cc1c(-c2ccccc2)nc2n(c1=O)CCS2	7%	3%	2%	-10%	-8%	-4%	-3%	5%
CCOCCCNC(=S)NCCNc1nc2ccc(C)cc2cc1C#N	-4%	1%[10 µM]	-11%	-8%	-7%	-2%	0%	8%
CN(C)c1ccc(/C(=N\O)c2ccccc2)cc1	0%	11%[1.9 µM]	-5%	0%	-3%	16%	-7%	-21%
Cc1ccc(-c2ccc(=O)n(C(C)C(=O)Nc3ccccc3Cl)n2)cc1C (configuration not stated)	-3%	x	-14%	x	-3%	-2%	1%	x
COc1cc(C(=O)NCC(=O)N/N=C/c2cccc(OC(=O)c3ccco3)c2)cc(OC)c1OC	-5%	-26%	-12%	-12%	5%	9%	1%	x
O=C1C=CC2(OCCCO2)C(Br)=C1	-12%[11.5 µM]	-19%[10 µM]	-14%[11.6 µM]	9%[11.5 µM]	7%[11.2 µM]	-3%[11.6 µM]	-3%[11.2 µM]	x
O=C(N/C(=C\c1cccs1)C(=O)N1CCOCC1)c1cccs1	-14%	8%[10 µM]	-3%	-10%	9%	2%	1%	7%
O=C(NCCc1ccccc1Cl)c1ccc2c(c1)nc1n2CCCCC1	u	x	1%	x	0%	0%	-2%	x
Nn1c(SCC(=O)N2CCCc3ccccc32)nnc1-c1ccccc1	1%	6%	5%	i	5%	6%	2%	x
COc1cccc(N(CC(=O)NCCSc2ccc(Cl)cc2)S(C)(=O)=O)c1	-8%	1%	-18%	i	-7%	3%	1%	x
Cc1ccc(CN(C(=O)Cn2nnc3ccccc32)C(C(=O)NCc2ccco2)c2ccc(C)o2)cc1 (configuration not stated)	-7%	4%[10 µM]	-5%	3%	-4%	-5%	-3%	9%
Cc1ccc(C(CC(=O)Nc2cc(C)cc(C)c2)N2Cc3ccccc3C2=O)cc1 (configuration not stated)	-3%	x	-16%	x	10%	-6%	-2%	x
Cc1ccc2cn[nH]c2c1NC(N)=S	-2%	x	2%	i	2%	-1%	1%	1%
C=CCC1C=CC(Oc2ccc(OC)cc2)C(COC(=O)c2ccc(Br)cc2)O1 (configuration not stated)	-14%[11.5 µM]	-8%[10 µM]	-18%[11.6 µM]	i[11.5 µM]	10%[11.2 µM]	4%[11.6 µM]	-3%[11.2 µM]	x
CCCCCOc1ccc(Br)cc1/C(C)=N/NC1=NCCN1	u	-29%[1.9 µM]	-16%	-6%	4%	-1%	0%	-3%
C=CCc1cc(Cl)ccc1OCCOCCNCCOC	-1%	15%[10 µM]	1%	-4%	-3%	-1%	1%	4%
COc1cccc(NC(=O)C(c2ccccc2)N2CCNC(=O)C2)c1 (configuration not stated)	2%	-2%	3%	-6%	0%	7%	0%	0%
CC(=O)c1cc(-c2ccc(F)cc2)n(CCC(=O)Nc2nc3ccc(C)cc3s2)c1C	7%	x	0%	x	-4%	15%	-3%	x
CCC1CCC2(CC1)NNC(=S)NN2	-12%	u	-4%	-3%	-6%	-8%	-3%	x
O=C(NCC1CCCO1)c1cccc(F)c1 (configuration not stated)	2%	8%	3%	i	-10%	-1%	-1%	1%
COc1ccc(Cc2nnc(NC(=O)c3ccc(Cl)c([N+](=O)[O-])c3)s2)cc1	0%	-6%	-14%	-6%	-10%	-4%	-1%	3%
CN(C)c1ccc(/C=N\NC(=S)SCN2C(=O)C3CCC(C)(C2=O)C3(C)C)cc1 (configuration not stated)	8.9µM*	1%[10 µM]	13µM*[quencher]	-4%	9%	7%	-3%	-11%[11.4 µM]
CNC(=O)/C(C#N)=C1\SC(Cc2ccc(F)cc2)C(=O)N1c1ccccc1C (configuration not stated)	-8%	-5%[10 µM]	-14%	-3%	0%	-2%	1%	-2%
CNc1cc(F)nc(F)n1	-7%	7%	-9%	-7%	2%	-1%	-2%	x
COc1ccc(-c2cc(C(=O)N3CCOCC3)c3cc(C)ccc3n2)cc1	8%	-1%[10 µM]	-15%	9%	1%	6%	1%	-3%
CC(=O)C1=C(C)NC(SCc2ccc(C#N)cc2)=C(C#N)C1c1ccco1 (configuration not stated)	-1%	x	-15%	i	-7%	-10%	-3%	4%
Cc1ccc(/C=C2\Oc3c(ccc(O)c3CN3CCN(CCO)CC3)C2=O)cc1	u	28%	-12%	-16%	5%	1%	-11%	x
O=C1c2ccc(Oc3ccc4c(c3)C(=O)N(CCCCO)C4=O)cc2C(=O)N1CCCCO	-7%	-1%	0%	-1%	-1%	1%	-1%	-4%
Cc1cc(C)n2[nH]c(=O)c(N=Nc3cccc(Cl)c3)c2n1	u	-17%	-8%	i	-14%	2%	-5%	x
N#Cc1cccc(NC(=O)COC(=O)CCc2nc3ccccc3c(=O)[nH]2)c1	-7%	-45%[inhibitor]	-4%	-4%	-5%	u	-5%	x
Cc1cccc(N2CCN(C(=O)Cn3nc(C)n4cccc4c3=O)CC2C)c1 (configuration not stated)	u	x	-24%	x	-9%	u	-1%	8%
COC(=O)N/N=C/C1=CCC2CC1C2(C)C (configuration not stated)	-13%	u	-7%	-14%	8%	3%	-2%	x
Cc1cccc(N=N/C(=C\O)C(=O)c2cccs2)c1	28µM*	-12%[10 µM]	-17%	-24%	-2%	-7%	-5%	u
C=C(C)Cc1c(C)c(C#N)c2nc3ccccc3n2c1N1CCCCC1	-8%	-11%	-9%	-12%	-12%	-13%	-1%	x
CC(=O)c1cc(CN2CCN(CC=C(C)C)C(CCO)C2)cs1 (configuration not stated)	-6%	20%[10 µM]	1%	-8%	-2%	5%	-1%	1%
CCOC(=O)c1cn2nc(-c3ccc(OC)cc3)cc2nc1C1CCN(C(=O)OC(C)(C)C)CC1	-5%	-6%	-7%	-3%	0%	6%	-1%	2%
COc1cccc(C(=O)N2CCN(c3ncccn3)CC2)c1	0%	-7%	-1%	-1%	11%	-1%	-4%	-5%
CC(C)S(=O)(=O)C/C(N)=N/OS(=O)(=O)c1ccc(Cl)cc1	-7%	-15%[10 µM]	-5%	13%	-2%	-8%	-1%	2%
COc1ccc(C2CCCN2C(=S)Nc2cccc(C)c2C)cc1OC (configuration not stated)	-15%	-32%	-10%	-2%	2%	3%	4%	x
CC1=CC(C)(C)N2C(=O)C3(C(C#N)=C(N)OC4=C3C(=O)CC(C)(C)C4)c3cccc1c32 (configuration not stated)	-7%	-10%	1%	-3%	-15%	7%	0%	-4%
C=CCNC(=O)c1ccccc1NC(=O)C1COc2ccccc2O1 (configuration not stated)	2%	-65%[inhibitor][10 µM]	13%	i	-3%	4%	1%	-3%
CCOC(=O)CCN(c1ccccc1)S(=O)(=O)c1ccc2[nH]c(=O)ccc2c1	1%	x	-1%	x	6%	0%	-3%	x
Cc1onc(-c2ccccc2)c1C(=O)Nc1nc(-c2ccc(F)c(F)c2)cs1	-18%	-30%	-26%	14%	-13%	-8%	3%	x

One compound at a time (already shown).
Shown for COc1ccc(C2CCCN2C(=S)Nc2cccc(C)c2C)cc1OC (configuration not stated) = Tau fibril ThT = -15%; HTT cytoprotect = -32%; Tau fluor cs = -10%; RECQ1 inh = -2%; TRb-SRC2 inh = 2%; Tau fibril FP = 3%; TR SRC2 fluor cs = 4%; L3MBTL1 inh = x
Shown for COc1cccc(C(=O)N2CCN(c3ncccn3)CC2)c1 = Tau fibril ThT = 0%; HTT cytoprotect = -7%; Tau fluor cs = -1%; RECQ1 inh = -1%; TRb-SRC2 inh = 11%; Tau fibril FP = -1%; TR SRC2 fluor cs = -4%; L3MBTL1 inh = -5%

(continued)
SMILES	Tau fibril ThT	HTT cytoprotect	Tau fluor cs	RECQ1 inh	TRb-SRC2 inh	Tau fibril FP	TR SRC2 fluor cs	L3MBTL1 inh
CC(C)Cc1ccc(C(C)C(=O)Nc2ccc(O)cc2)cc1 (configuration not stated)	-3%	6%[10 µM]	u	-4%	4%	u	-3%	-16%
CCOc1cc(/C=N/NC(=O)Cc2ccc(C(F)(F)F)cc2[N+](=O)[O-])ccc1O	-5%	15%[10 µM]	-26%	i	4%	18%	0%	4%
O=C(NCCc1ccccc1)c1ccnc(/C=N/O)c1	-6%	-2%[10 µM]	-13%	i	-19%	-10%	1%	x
Cc1onc(-c2ccccc2)c1C(=O)OCC(=O)NCc1ccc(F)cc1	-1%	-33%[inhibitor]	-14%	-8%	-2%	-9%	-6%	17%
Cc1ccc(-c2cccc(CN3CCN(C(C)C)C(CCO)C3)c2)o1 (configuration not stated)	-12%	-8%[10 µM]	-14%	-3%	2%	-4%	1%	-13%

Bioassay records (PubChem)

The list is partial; rates above refer to the full screens.
